# Mtb BioA inh – inhibitors of Mycobacterium tuberculosis BioA enzyme. purified M. tuberculosis BioA enzyme, plate reader. inhibition, % at 9.99 µM. 360,000 tested, 0.096% active; in the data active means inhibition above about 40%
# TcdB GH inh – blocks C. difficile toxin B glycohydrolase activity. P18177. TcdB glycohydrolase enzymatic assay, plate reader. inhibition, % at 9.99 µM. 350,000 tested, 0.24% active. AID 652162; in the data active means inhibition above about 10%
# Starred values were filed as active, the others as inactive; & = joins results of further samples.
SMILES,Mtb BioA inh,TcdB GH inh
O=C(c1cccnc1)N1C[C@H]2[C@@H](c3ccccc31)[C@@H](CO)N2C(=O)C1CCCCC1,1.2,-1.1
CN1C[C@@H]2[C@H](c3ccccc31)[C@H](CO)N2C(=O)C1CCCCC1,-1.5,-0.4
CN(C)C(=O)c1cccc(-c2ccc([C@H]3[C@@H](CO)N4CCCCN(CCC(F)(F)F)C[C@@H]34)cc2)c1,0.9,0.0
COc1ccc(CN(C)C[C@@H]2Oc3c(NS(C)(=O)=O)cccc3C(=O)N([C@@H](C)CO)C[C@H]2C)cc1,-2.6,0.2
O=C(c1ccc2c(c1)OCO2)N1C[C@H]2[C@@H](c3ccccc31)[C@H](CO)N2Cc1ccc2c(c1)OCO2,-0.1,0.4
C[C@H](CO)N1C[C@H](C)[C@H](CN(C)Cc2ccc(C(F)(F)F)cc2)Oc2ccc(NC(=O)Cn3cnnn3)cc2C1=O,1.1,0.8
CC(C)NC(=O)N[C@H]1CC[C@@H](CCN)O[C@H]1CO,-2.5,-0.2
COc1ccc(NC(=O)N(C)C[C@@H]2OCCCC[C@@H](C)Oc3ccc(NC(=O)Cc4ccccc4)cc3C(=O)N([C@H](C)CO)C[C@H]2C)cc1,-2.0,-0.1
CCCNC(=O)N(C)C[C@@H]1Oc2cc(C#Cc3cccc(F)c3)ccc2S(=O)(=O)N([C@@H](C)CO)C[C@H]1C,0.2,0.4
COc1ccc(NC(=O)N[C@@H]2CC[C@@H](CCNC(=O)c3cc(Cl)cc(Cl)c3)O[C@@H]2CO)cc1,-3.9,-1.0
Cc1ccc(S(=O)(=O)Nc2ccc3c(c2)C(=O)N([C@@H](C)CO)C[C@H](C)[C@@H](CN(C)S(=O)(=O)c2cccs2)OCCCC[C@H](C)O3)cc1,-2.6,1.7
CN1CCN(C(=O)C[C@@H]2CC[C@H]3[C@H](COc4ccc(NC(=O)c5cccs5)cc4C(=O)N3C)O2)CC1,1.8,-0.4
CCCc1cn(CC[C@@H]2CC[C@H](NC(=O)Nc3ccc4c(c3)OCO4)[C@@H](CO)O2)nn1,1.4,-0.4
C/C=C/c1ccc2c(c1)O[C@H](CN(C)Cc1cccnc1)[C@@H](C)CN([C@@H](C)CO)S2(=O)=O,5.8,0.5
CCC(=O)Nc1ccc2c(c1)C(=O)N(C)[C@@H]1CC[C@@H](CC(=O)NCCCN(C)C)O[C@@H]1CO2,15,-2.6
C[C@@H]1CCCCO[C@H](CN(C)Cc2ccc(Cl)c(Cl)c2)[C@@H](C)CN([C@H](C)CO)C(=O)c2cc(NC(=O)Nc3ccccc3)ccc2O1,-0.9,-0.8
C[C@@H]1CCCCO[C@@H](CN(C)S(=O)(=O)c2cccs2)[C@H](C)CN([C@H](C)CO)C(=O)c2cc(NC(=O)C3CCCCC3)ccc2O1,-0.4,-0.2
O=C(C[C@H]1CC[C@H]2[C@@H](COC[C@H](O)CN2C(=O)Nc2cccc(F)c2)O1)NCCCN1CCOCC1,2.8,1.9
C[C@@H]1CN([C@@H](C)CO)C(=O)Cc2cc(NC(=O)Nc3cccc4ccccc34)ccc2O[C@H]1CN(C)C(=O)NC1CCCCC1,0.5,0.4
C[C@@H]1CN([C@@H](C)CO)C(=O)c2cc(N(C)C)ccc2O[C@@H]1CN(C)C(=O)Nc1ccc2c(c1)OCO2,-1.5,-7.3

# Part of the list above in a different format:
compound: O=C(C[C@H]1CC[C@H]2[C@@H](COC[C@H](O)CN2C(=O)Nc2cccc(F)c2)O1)NCCCN1CCOCC1
  Mtb BioA inh: 2.8	TcdB GH inh: 1.9
compound: CN(C)C(=O)c1cccc(-c2ccc([C@H]3[C@@H](CO)N4CCCCN(CCC(F)(F)F)C[C@@H]34)cc2)c1
  Mtb BioA inh: 0.9	TcdB GH inh: 0.0

# New compounds follow:
SMILES,Mtb BioA inh,TcdB GH inh
C[C@@H]1CN([C@@H](C)CO)C(=O)c2cccc(NS(=O)(=O)c3ccc(F)cc3)c2O[C@@H]1CN(C)S(=O)(=O)c1ccc(Cl)cc1,1.4,-0.3
CO[C@@H]1CN(C)C(=O)c2cc(NS(=O)(=O)c3cn(C)cn3)ccc2OC[C@@H](C)NC[C@H]1C,1.4,1.0
O=C(N[C@@H]1CC[C@@H](CCNS(=O)(=O)c2ccc(F)cc2)O[C@@H]1CO)C1CCOCC1,-0.5,0.2
C[C@@H]1CN([C@@H](C)CO)C(=O)c2cc(NS(=O)(=O)c3ccccc3)ccc2O[C@H]1CN(C)S(=O)(=O)c1ccccc1,1.5,0.3
CCC(=O)N(C)C[C@H]1Oc2ncc(C#Cc3cccnc3)cc2C(=O)N([C@H](C)CO)C[C@H]1C,4.6,0.0
CC(C)NC(=O)Nc1ccc2c(c1)C(=O)N([C@@H](C)CO)C[C@@H](C)[C@@H](CN(C)C(=O)c1ccccc1)OCCCC[C@@H](C)O2,0.3,1.0
COc1cccc(C#Cc2ccc3c(c2)O[C@H](CN(C)C(=O)CN2CCOCC2)[C@H](C)CN([C@@H](C)CO)S3(=O)=O)c1,-1.0,1.6
COc1cccc(-c2ccc3n(c2=O)C[C@@H]2[C@@H](CO)[C@H](C(=O)NCC4CC4)[C@H]3N2S(C)(=O)=O)c1,0.7,-1.3
COc1ccc(NC(=O)Nc2ccc3c(c2)CC(=O)N([C@@H](C)CO)C[C@@H](C)[C@H](CN(C)C)O3)cc1,4.0,0.5
C[C@@H](NC(=O)C[C@@H]1C=C[C@@H](NC(=O)C2CC2)[C@@H](CO)O1)c1ccccc1,-0.6,-0.7
C[C@H]1CN([C@@H](C)CO)C(=O)c2cccc(NS(=O)(=O)c3ccccc3)c2O[C@@H]1CN(C)C(=O)Nc1ccc2c(c1)OCO2,-1.6,1.6
CNC(=O)C[C@@H]1CC[C@H]2[C@@H](COC[C@H](O)CN2C(=O)c2ccc3c(c2)OCO3)O1,-0.2,-0.4
O=C(C[C@H]1C=C[C@@H](NC(=O)c2cccc(F)c2)[C@@H](CO)O1)Nc1nccs1,1.2,-0.4
Cc1noc(C)c1NC(=O)N(C)C[C@H]1Oc2c(NC(=O)c3nc4ccccc4s3)cccc2C(=O)N([C@@H](C)CO)C[C@H]1C,-0.4,2.0
COc1ccccc1S(=O)(=O)N[C@@H]1CC[C@H](CC(=O)N2CCCCC2)O[C@@H]1CO,-7.0,-0.5
C[C@@H]1CCCCO[C@@H](CN(C)Cc2ccc(Cl)c(Cl)c2)[C@@H](C)CN([C@@H](C)CO)C(=O)c2cc(NS(=O)(=O)c3cccs3)ccc2O1,-3.7,-0.2
CN1CCN(C(=O)C[C@H]2CC[C@H]3[C@@H](COC[C@H](O)CN3CC3CC3)O2)CC1,-2.9,-1.2
O=C(C[C@@H]1CC[C@H]2NC[C@H](O)COC[C@@H]2O1)Nc1ccc(-c2ccccc2)cc1,2.2,0.2
Cc1nc(S(=O)(=O)N[C@H]2CCN(Cc3ccc(OCCO)cc3)C2)cn1C,0.1,0.2
CC(=O)NC[C@H]1[C@H](c2ccccc2)[C@H](CO)N1C(=O)Cc1cccnc1,-3.0,-6.0

# Quoted at random: seven compounds from above, in no set order.
SMILES,Mtb BioA inh,TcdB GH inh
CC(=O)NC[C@H]1[C@H](c2ccccc2)[C@H](CO)N1C(=O)Cc1cccnc1,-3.0,-6.0
COc1cccc(-c2ccc3n(c2=O)C[C@@H]2[C@@H](CO)[C@H](C(=O)NCC4CC4)[C@H]3N2S(C)(=O)=O)c1,0.7,-1.3
O=C(C[C@H]1C=C[C@@H](NC(=O)c2cccc(F)c2)[C@@H](CO)O1)Nc1nccs1,1.2,-0.4
Cc1nc(S(=O)(=O)N[C@H]2CCN(Cc3ccc(OCCO)cc3)C2)cn1C,0.1,0.2
C[C@@H]1CN([C@@H](C)CO)C(=O)c2cccc(NS(=O)(=O)c3ccc(F)cc3)c2O[C@@H]1CN(C)S(=O)(=O)c1ccc(Cl)cc1,1.4,-0.3
CN1CCN(C(=O)C[C@H]2CC[C@H]3[C@@H](COC[C@H](O)CN3CC3CC3)O2)CC1,-2.9,-1.2
C[C@@H](NC(=O)C[C@@H]1C=C[C@@H](NC(=O)C2CC2)[C@@H](CO)O1)c1ccccc1,-0.6,-0.7

# Carrying on:
SMILES,Mtb BioA inh,TcdB GH inh
O=C(C[C@H]1CC[C@H](NC(=O)Nc2ccc(F)cc2)[C@@H](CO)O1)NCc1cccc(F)c1,2.5,0.2
CCC(=O)Nc1ccc2c(c1)C(=O)N(C)C[C@@H](OC)[C@H](C)CN(Cc1ccccn1)[C@@H](C)CO2,0.1,-0.8
CCCNC(=O)[C@@H]1[C@@H](CO)[C@@H]2Cn3c(ccc(/C=C/c4ccccc4)c3=O)[C@@H]2N1CC1CC1,12,1.1
C[C@H](CO)N1C[C@H](C)[C@H](CN(C)Cc2ccncc2)Oc2ccc(NS(=O)(=O)c3ccccc3)cc2C1=O,-3.0,0.4
C/C=C/c1cnc2c(c1)C(=O)N([C@H](C)CO)C[C@H](C)[C@H](CN(C)S(=O)(=O)c1cccs1)O2,8.0,0.4
CO[C@@H]1CN(C)C(=O)c2ccc(NC(C)=O)cc2OC[C@@H](C)N(C(=O)c2cccnc2)C[C@H]1C,-0.2,0.7
Cc1ccc(S(=O)(=O)N2C[C@@H](O)COC[C@@H]3O[C@H](CC(=O)NCCCN(C)C)CC[C@H]32)cc1,-0.5,0.3
C[C@H](CO)N1C[C@H](C)[C@H](CN(C)S(=O)(=O)c2cn(C)cn2)Oc2c(NS(=O)(=O)c3cccs3)cccc2C1=O,-3.6,0.8
Cc1nn(C)cc1NC(=O)C[C@@H]1CC[C@H]2[C@@H](COc3ccc(NC(=O)C4CCOCC4)cc3C(=O)N2C)O1,-1.1,0.9
C[C@H](CO)N1C[C@H](C)[C@H](CN(C)C(=O)CN2CCOCC2)Oc2ncc(/C=C/c3ccccc3)cc2C1=O,-0.3,-1.2
COC(=O)N(C)C[C@H]1OCc2cn(nn2)CCCC(=O)N([C@H](C)CO)C[C@@H]1C,0.7,-1.3&-0.6
CO[C@H]1CN(C)C(=O)c2cc(NC(=O)C3CC3)ccc2OC[C@H](C)N(C(=O)NC(C)C)C[C@@H]1C,-1.8,-0.7
C[C@H](CO)N1C[C@H](C)[C@H](CN(C)C(=O)c2ccncc2)OCCCC[C@H](C)Oc2ccc(NS(=O)(=O)c3cn(C)cn3)cc2C1=O,-3.1,-0.2
C[C@H]1CN([C@@H](C)CO)C(=O)Cc2cc(NS(=O)(=O)c3cccs3)ccc2O[C@@H]1CN(C)Cc1ccc(-c2ccccc2)cc1,0.0,-1.4
CCC(=O)N1[C@@H]2Cn3c(ccc(/C=C/c4ccccc4)c3=O)[C@H]1[C@@H](C(=O)N1CCOCC1)[C@@H]2CO,-1.1,0.6
C[C@H]1CN([C@@H](C)CO)C(=O)c2cc(N(C)C)ccc2O[C@H]1CN(C)Cc1ccc(-c2ccccc2)cc1,-0.4,-6.2
O=C(NCC1CC1)[C@@H]1[C@@H](CO)[C@@H]2Cn3c(ccc(-c4cccc(F)c4)c3=O)[C@@H]2N1CC1CCOCC1,2.7,-1.7
C[C@@H]1CN([C@H](C)CO)S(=O)(=O)c2ccc(C#C[C@@H](C)O)cc2O[C@H]1CN(C)Cc1cccnc1,6.5,0.2
Cc1ccc(S(=O)(=O)N(C)C[C@@H]2OCCCC[C@@H](C)Oc3ccc(NC(=O)Nc4c(C)noc4C)cc3C(=O)N([C@@H](C)CO)C[C@@H]2C)cc1,1.3,-0.5
Cc1noc(C)c1S(=O)(=O)Nc1cccc2c1O[C@H](CN(C)C(=O)Nc1ccc(C(F)(F)F)cc1)[C@H](C)CN([C@H](C)CO)C2=O,1.1,4.2
C[C@@H]1CN([C@@H](C)CO)C(=O)c2cc(C#Cc3cccnc3)cnc2O[C@H]1CN(C)C(=O)CN(C)C,2.4,0.7
COc1ccc(NC(=O)N(C)C[C@H]2Oc3ccc(NC(=O)Cc4ccccc4)cc3CC(=O)N([C@@H](C)CO)C[C@@H]2C)cc1,-0.4,0.1
C[C@H]1CN([C@@H](C)CO)C(=O)c2c(c3ccccc3n2C)-c2ccccc2CO[C@H]1CN(C)S(=O)(=O)CC(F)(F)F,1.5,2.1
CO[C@H]1CC[C@H]2CCOc3c(C#N)cccc3C(=O)N(C)C[C@@H](C)C(=O)N(C)C[C@@H]1O2,1.0,-1.4
CCCC#Cc1cnc2c(c1)C(=O)N([C@H](C)CO)C[C@@H](C)[C@@H](CN(C)C(=O)Nc1ccccc1OC)O2,-3.6,2.2
Cc1cccc(S(=O)(=O)N2CCCCN3[C@@H](CO)[C@H](c4ccc(C#CC(C)C)cc4)[C@@H]3C2)c1,-2.3,-1.3
COc1ccc(S(=O)(=O)N(C)C[C@H]2OCc3ccccc3-c3ccccc3C(=O)N([C@@H](C)CO)C[C@@H]2C)cc1,1.0,-1.5
COc1cccc(C#Cc2cnc3c(c2)C(=O)N([C@H](C)CO)C[C@@H](C)[C@@H](CN(C)C(=O)C2CCCCC2)O3)c1,-2.0,0.6
C[C@H]1CN([C@@H](C)CO)C(=O)c2cc(C#Cc3ccccc3F)cnc2O[C@@H]1CN(C)S(=O)(=O)c1ccccc1,-0.4,-1.1
C[C@@H]1CCCCO[C@H](CN(C)C(=O)c2ccncc2)[C@H](C)CN([C@@H](C)CO)C(=O)c2cc(NS(=O)(=O)c3cn(C)cn3)ccc2O1,-1.2,-2.0
C[C@@H]1CCCCO[C@H](CN(C)Cc2ccncc2)[C@@H](C)CN([C@H](C)CO)C(=O)c2cc(NC(=O)c3ccncc3)ccc2O1,-0.8,-0.8
C[C@@H]1CN([C@H](C)CO)C(=O)c2cc(NS(=O)(=O)c3ccc(F)cc3)ccc2O[C@@H]1CN(C)Cc1ccc(C(=O)Nc2ccccc2N)cc1,-3.2,-0.6
C[C@@H]1CCCCO[C@@H](CN(C)C(=O)Nc2cccc3ccccc23)[C@H](C)CN([C@@H](C)CO)C(=O)c2cc(N(C)C)ccc2O1,13,-12
Cc1ccc(S(=O)(=O)Nc2ccc3c(c2)CC(=O)N([C@H](C)CO)C[C@@H](C)[C@@H](CN(C)S(=O)(=O)c2ccc(C)cc2)O3)cc1,0.9,0.0
CCC(=O)N(CC)C[C@H]1[C@H](c2ccccc2)[C@@H](CO)N1C(C)=O,-3.1,-1.5

# High-throughput results deposited in PubChem by Broad Institute.

# A portion of the library; the hit share may differ from the screen's.
